From PubChem BioAssay
ELG1 DNA repair: blocks ELG1-dependent DNA repair in HEK293T cells. hit rate 2.3% among 330,000. HEK293T ELG1-luciferase reporter, luminescence, 16 h; DNA damage induced by 5-fluorouridine. Potency, µM (doses to about 46.1 µM), for the others: at the highest dose activity change, negative = inhibition, actives largely listed as inhibitors; also: potency is read from the fitted curve at half-maximal effect; % is scaled to controls: 0 for no effect and ±100 for the full control effect; nearly all actives have a fitted effect of over 55% in size
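Cells (2,000 per well) received 5-fluorouridine plus test compound or DMSO and were incubated 16 hr at 37 °C, 5% CO2. Luciferase activity was read by luminescence 30 min after ONE-Glo addition; signal suppression marked inhibition of damage-induced ELG1 function.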
ELG1 genotox: induces genotoxicity in HEK293T cells with luciferase-tagged ELG1 | Potency, µM (series often up to 46 µM), for inactives: at the highest dose activity change, positive = activation, most hits filed as activators | HEK293T ELG1-luciferase reporter, luminescence, 16 h | hit rate 1.3% among 330,000; also: potency is read from the fitted curve at half-maximal effect; % of control where 0% means no effect; nearly all actives have a fitted effect of over 60% in size
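Quantitative HTS format in 1536-well plates. HEK293T ELG1-luciferase reporter cells receive test compound and are incubated 16 hr at 37 °C, 5% CO2; ONE-Glo added, 30 min room temperature, then luminescence read.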
p53 reactivation: re-activators of mutant p53; Potency, µM (doses to about 92.2 µM), for the others: at the top dose activity change, positive = activation, hits mostly activators; H1299 p53-A138V BP100-luciferase reporter, luminescence, 24 h; hit rate 0.063% among 320,000; also: potency is read from the fitted curve at half-maximal effect; % of control where 0% means no effect; nearly all actives have a fitted effect of over 45% in size
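H1299 (p53-null), stable ts p53-A138V + BP100-Luc; 1000 cells/well, Opti-MEM/10% FBS; cpd 4 pt, 1:5; 24 h, 37 deg C, 5% CO2; detection reagent 10 min RT; luminescence.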
RORgamma inh: blocks mouse ROR gamma transcriptional activity; AID 2551; P51450; hit rate 5.4% among 310,000; Drosophila S2 Gal4-RORgamma UAS-luciferase reporter, 20 h; Potency, µM (series often up to 53.6 µM), inactives show top-dose activity change, negative = inhibition, usual class: inhibitors; also: potency is read from the fitted curve at half-maximal effect; % is scaled to controls: 0 for no effect and ±100 for the full control effect; nearly all actives have a fitted effect of over 60% in size
Target sequence (P51450 whole entry, looked up, the tested form may be a part): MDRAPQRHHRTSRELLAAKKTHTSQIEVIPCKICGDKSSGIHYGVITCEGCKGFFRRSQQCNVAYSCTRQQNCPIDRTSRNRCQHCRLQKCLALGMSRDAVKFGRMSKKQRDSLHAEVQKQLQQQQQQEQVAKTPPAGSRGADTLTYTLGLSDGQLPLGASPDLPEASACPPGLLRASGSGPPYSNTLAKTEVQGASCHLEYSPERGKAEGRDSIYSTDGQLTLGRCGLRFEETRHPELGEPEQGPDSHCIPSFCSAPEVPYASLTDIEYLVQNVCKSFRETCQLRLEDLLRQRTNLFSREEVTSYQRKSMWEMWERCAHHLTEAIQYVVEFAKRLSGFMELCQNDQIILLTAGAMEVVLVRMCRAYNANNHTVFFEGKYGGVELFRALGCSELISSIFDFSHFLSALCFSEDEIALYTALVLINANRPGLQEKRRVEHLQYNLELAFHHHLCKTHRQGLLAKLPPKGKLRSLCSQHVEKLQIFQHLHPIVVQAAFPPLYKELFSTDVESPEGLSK
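Stably transfected Drosophila Schneider cells are the test system, with ROR gamma fused to Gal4 and luciferase under UAS control; luminescence is read after 20 hr of 700 uM copper sulfate induction at ambient temperature.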
Rab9 prom act: activates the Rab9 promoter | Potency, µM (series often up to 9.22 µM), inactives show at the top dose activation, negative = inhibition, most hits filed as activators | Huh7 Rab9 promoter-luciferase reporter, luminescence, 24 h | hit rate 2.8% among 320,000; also: potency is read from the fitted curve at half-maximal effect; % of control where 0% means no effect; nearly all actives have a fitted effect of over 60% in size
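Rab9 promoter-driven luciferase in stably transfected Huh7 cells; 1500 cells/well rested 2 h, exposed to compound in DMSO for 24 h at 37 °C, 5% CO2. Luminescence read 10 min after adding luciferase reagent at ambient temperature.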
BRCA1 expr up: BRCA1 expression activation; MCF7-BRCA1-FFLuc reporter, luminescence, 48 h; response scale: scaled: vehicle 0%, 10 µM genistein 100%; Potency, µM (highest dose often 46.1 µM), for inactives: at the highest dose activation, hits mostly activators; hit rate 1.1% among 380,000; AID 624202; also: potency is read from the fitted curve at half-maximal effect; nearly all actives have a fitted effect of over 80% in size; some results filed as inactive show a strong effect at the top dose
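Using MCF7 cells harboring a BRCA1 firefly luciferase reporter, plated 2 h before compound pinning, the screen measured luminescence after 48 h incubation. Responses were normalized to DMSO and 10 microM genistein, then fitted for concentration-effect.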
FLuc modulator: firefly luciferase modulation, counter-screen for miR-21 project; AID 588342; purified FLuc, Km substrates, luminescence inhibition; Potency, µM (series often up to 57.5 µM), for the others: at the highest dose activity change, negative = inhibition, actives largely listed as inhibitors; hit rate 6.9% among 360,000;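 also: potency is read from the fitted curve at half-maximal effect; plate controls were vehicle for no effect and reference inhibitor for full effect; nearly all actives have a fitted effect of over 55% in size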
Target sequence (P08659 whole entry, looked up): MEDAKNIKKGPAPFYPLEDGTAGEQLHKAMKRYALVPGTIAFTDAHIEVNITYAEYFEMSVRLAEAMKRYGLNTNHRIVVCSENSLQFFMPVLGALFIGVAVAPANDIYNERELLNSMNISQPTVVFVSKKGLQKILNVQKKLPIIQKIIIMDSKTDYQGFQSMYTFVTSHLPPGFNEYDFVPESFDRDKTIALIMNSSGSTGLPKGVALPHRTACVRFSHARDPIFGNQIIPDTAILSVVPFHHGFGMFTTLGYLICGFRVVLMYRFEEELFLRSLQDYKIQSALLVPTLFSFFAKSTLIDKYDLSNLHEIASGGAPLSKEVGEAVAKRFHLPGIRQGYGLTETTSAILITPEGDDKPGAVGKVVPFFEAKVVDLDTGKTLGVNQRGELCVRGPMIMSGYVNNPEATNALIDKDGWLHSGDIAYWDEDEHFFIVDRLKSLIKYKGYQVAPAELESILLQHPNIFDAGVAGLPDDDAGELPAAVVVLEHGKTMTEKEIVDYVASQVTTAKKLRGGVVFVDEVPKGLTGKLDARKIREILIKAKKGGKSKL
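Purified P. pyralis luciferase (10nM final) with 10uM D-luciferin and 10uM ATP (Km levels) in 50mM Tris acetate pH 7.5, 10mM Mg acetate, 0.01% Tween-20, 0.05% BSA; qHTS 6-point titration, ~60 µM downward; luminescence read.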
TRPV1 agonist: activates the human vanilloid receptor TRPV1; TRPV1-expressing cells, Fluo-8 calcium influx, agonist mode; activation, % at 8.33 µM; Q8NER1; AID 540275; hit rate 0.19% among 320,000; in the data active = activation above about 80%; inconclusive = between about 30% and that limit; also: 0% is about no effect
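TRPV1-expressing cells were cultured overnight at 35.5C and loaded with Fluo-8 calcium dye for 40 to 90 min at room temperature. After a 10 s baseline, compound was added and calcium influx was read kinetically for 3 min (ex 480/em 520 nm).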
NPC1 promoter act: activators of NPC1 promoter; Huh7 NPC1 promoter luciferase reporter, 24 h; Potency, µM (series often up to 9.22 µM), for the others: top-dose activation, hits mostly activators; hit rate 2.4% among 320,000; AID 485313;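 also: potency is read from the fitted curve at half-maximal effect; % of control where 0% means no effect; nearly all actives have a fitted effect of over 60% in size; reporter is driven by a mutant NPC1 promoter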
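Quantitative HTS used a cell-based reporter: Huh7 cells stably bearing the NPC1 promoter upstream of luciferase were treated with compounds for 24 h, and promoter activation was read as luminescence.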
Gal4-VP16 FLuc: counter-screen for ROR gamma inhibitors: Gal4-VP16 reporter; Drosophila S2 Gal4-VP16 UAS-luciferase, luminescence, 20 h; Potency, µM (doses to about 53.6 µM), inactives show at the top dose activity, negative = inhibition, actives largely listed as inhibitors; hit rate 3.5% among 310,000;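 also: Gal4-VP16 expression switched on by copper sulfate through the metallothionein promoter; potency is read from the fitted curve at half-maximal effect; % is scaled to controls: 0 for no effect and ±100 for the full control effect; nearly all actives have a fitted effect of over 50% in size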
Tb PFK inh: T. brucei PFK enzyme inhibition; O15648; T. brucei PFK, ADP-Glo luminescence; Potency, µM (top dose mostly 57.5 µM), without a hit: at the top dose activity, negative = inhibition, usual class: inhibitors; hit rate 0.17% among 330,000; AID 485367;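 also: potency is read from the fitted curve at half-maximal effect; 0% = uninhibited 1x PFK enzyme wells and -100% = no-enzyme wells; nearly all actives have a fitted effect of over 60% in size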
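In TEA buffer at pH 8.0 with 5 mM MgCl2, enzyme (1.25 nM) converted F6P (0.5 mM) and ATP (0.1 mM) for 45 min at room temperature. ADP product was read by luciferase luminescence.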
The depositor's hits bear a star; ? = inconclusive; . = no result given; [ ] = dose if it differs, or a comment. Unless noted, calls follow the shape of the dose curve; as a rule, active = well fitted curve in the direction sought with a large enough effect; inconclusive = small, poorly fitted or top-dose-only effect, or another doubt; inactive = no such curve, though single readings can be large; an effect the other way counts as inactive or inconclusive.

Start of the data: the first two entries as a preview:
canonical_smiles,ELG1 DNA repair,ELG1 genotox,p53 reactivation,RORgamma inh,Rab9 prom act,BRCA1 expr up,FLuc modulator,TRPV1 agonist,NPC1 promoter act,Gal4-VP16 FLuc,Tb PFK inh
N#CCCn1cc(C(=O)N2CCOCC2)c(-c2ccc3c(c2)OCCO3)n1,12%,27%,4%,-2%,-3%,-11%,-1%,-4,-4%,-4%[10 µM],3%
CCn1nnnc1SCC(=O)N1CCCc2ccccc21,1%,1%,8%,-9%,2%,-1%,8%,8,-4%,0%,1%

Results, repeating the preview:
canonical_smiles,ELG1 DNA repair,ELG1 genotox,p53 reactivation,RORgamma inh,Rab9 prom act,BRCA1 expr up,FLuc modulator,TRPV1 agonist,NPC1 promoter act,Gal4-VP16 FLuc,Tb PFK inh
N#CCCn1cc(C(=O)N2CCOCC2)c(-c2ccc3c(c2)OCCO3)n1,12%,27%,4%,-2%,-3%,-11%,-1%,-4,-4%,-4%[10 µM],3%
CCn1nnnc1SCC(=O)N1CCCc2ccccc21,1%,1%,8%,-9%,2%,-1%,8%,8,-4%,0%,1%
Cc1cc(C)c(NC(=O)CN2C(=O)NC3(CCCCC3)C2=O)c(Cl)c1,-9%,-2%,-18%,1%,-1%,18%,2%,-2,-2%,13%,0%
O=C(CN1CCOCC1)N/N=C/C=C/c1ccccc1,15%,6%,0%,-3%,12%,21%,3%,1,2%,-7%,1%
Cc1c(-c2ccc(O)cc2)nc2nc(-c3ccccc3)c(-c3ccccc3)nn12,?,2%,1%,-33%,-1%,.,3%,4,-4%,3%,14%
Cc1ccc2[nH]c(C)c(CC(=O)O)c2c1,8%,0%,0%,-18%,0%,-13%,-1%,0,1%,2%,0%
Cc1cc2oc(=O)cc(CSc3nnc(-c4cccs4)o3)c2cc1C(C)C,?,-4%,-17%,129%,3%,-44%,3%,2,-1%,?,10%
Cc1ccc(C)c2[nH]c(=O)c(CCNC(=O)CCc3ccccc3)cc12,4%,2%,.,-19%,-3%,2%,1%,4,0%,-11%,-1%
c1ccc(-c2csc(-n3cccn3)n2)cc1,?,2%,16%,2%,23%,-13%,27µM*,14,19%,-10%,-5%
COc1cccc(Nc2ncnc3ccccc23)c1,?,4.6µM*,?,?,?,11µM*,11µM*,?,?,4%,2%
CC(=O)Nc1ccc(OCC(O)CN2CCN(Cc3ccccc3)CC2)cc1 (stereo not given),4%,5%,-9%,28%,-10%,-11%,-37%,0,4%,-9%,-1%
Cc1ccccc1CNC(=O)c1cc(COc2ccc(F)cc2F)on1,?,-6%,-2%,36%,-7%,3%,-8%,?,2%,-9%,-2%
COc1ccc(-c2nnc(N(C)C(=O)C3CCCO3)s2)cc1 (stereo not given),?,?,?,?,2µM*,92%,13µM*,2,2.5µM*,-15%,0%
O=C(COC(=O)c1ccc(O)cc1O)N=c1sccn1Cc1ccccc1Cl,?,-7%,4%,.,1%,-60%,?,9,10%,.,27%
COCCNC(=O)c1cccc(OC2CCN(Cc3cccc(SC)c3)CC2)c1,?,-7%,.,14%,-2%,-35%,-2%,6,-4%,0%,1%
Nc1nc(NCc2ccccc2)nc(Nc2cccc(F)c2)c1[N+](=O)[O-],14%,?,-2%,-20%,0%,-51%,-1%,0,-2%,?,3%
Cc1cnc(NC(=O)C2(c3ccccc3)CC2)s1,?,1%,3%,-34%,30%,74%,-19%,8,12%,30%,1%
O=S(=O)(NCc1csc(-c2cccs2)n1)c1ccc(Cl)cc1,-21%,-5%,-2%,17%,0%,-24%,1%,1,2%,0%,1%
COc1ccc(Cl)cc1C(=O)Nc1nnn(C)n1,7%,0%,-2%,-5%,1%,3%,2%,0,0%,10%,-8%
Cc1cc(C)n(-c2ccc(C(=O)Nc3ccc(S(=O)(=O)NCc4ccco4)cc3)cc2)n1,?,-14%,-8%,?,-24%,-54%,-2%,-2,-24%,16µM*,3%
CC(=O)c1ccc(-n2nnnc2SCC(=O)NC2CCCCC2)cc1,?,-4%,-3%,7%,0%,-1%,-1%,-1,-5%,5%,-6%
Cc1ccc(C)c(NC(=S)NC(NC(=O)/C=C/c2ccccc2)C(Cl)(Cl)Cl)c1 (stereo not given),0%,-10%,-22%,5µM*,-4%,-76%,-1%,-1,-7%,11µM*,0%[0.46 µM]
COc1cc(OC)cc(C(=O)NNC(=S)Nc2ccccc2OC)c1,-7%,4%,1%,-39%,-5%,-5%,21µM*,-1,1%,-24%,-6%
CCCn1c(N2CCN(C(=O)Nc3ccccc3)CC2)nc2ccccc21,-8%,-2%,-2%,4%,-1%,-1%,2%,?,0%,-12%,1%

By substructure: the entries above with a thiophene ring, fused or not
canonical_smiles,ELG1 DNA repair,ELG1 genotox,p53 reactivation,RORgamma inh,Rab9 prom act,BRCA1 expr up,FLuc modulator,TRPV1 agonist,NPC1 promoter act,Gal4-VP16 FLuc,Tb PFK inh
Cc1cc2oc(=O)cc(CSc3nnc(-c4cccs4)o3)c2cc1C(C)C,?,-4%,-17%,129%,3%,-44%,3%,2,-1%,?,10%
O=S(=O)(NCc1csc(-c2cccs2)n1)c1ccc(Cl)cc1,-21%,-5%,-2%,17%,0%,-24%,1%,1,2%,0%,1%

Carrying on:
canonical_smiles,ELG1 DNA repair,ELG1 genotox,p53 reactivation,RORgamma inh,Rab9 prom act,BRCA1 expr up,FLuc modulator,TRPV1 agonist,NPC1 promoter act,Gal4-VP16 FLuc,Tb PFK inh
COc1cc(C(c2nnnn2C2CCCC2)N2CCN(C)CC2)cc(OC)c1OC (stereo not given),9%,11%,-3%,-5%,-5%,-7%,-2%,1,1%,-3%,2%
COc1ccc([N+](=O)[O-])cc1NC(=O)c1ccc(N(Cc2ccccc2C)S(C)(=O)=O)cc1,?,2%,-2%,23%,-7%,-35%,-1%,0,-3%,-4%,-7%
COc1ccc2[nH]c(=O)c(C(=O)O)cc2c1,.,0%,-3%,-16%,-1%,-12%,-2%,0,-4%,-10%,0%
CC(Oc1ccc(C#N)cc1)C(=O)NC1CCCC1 (stereo not given),18%,1%,-2%,.,-1%,-28%,0%,7,0%,.,-5%
CCn1c(SCC(=O)NC2CC2)nnc1-c1cccs1,10%,5%,2%,.,-6%,8%,4%,0,-6%,.,0%
CC(/C=N/NC(=O)c1cc(-c2cccs2)[nH]n1)=C\c1ccccc1,?,-2%,?,22%,1%,-23%,?,-1,-21%,?,?
Cc1ccsc1C(=O)N[C@@H](C)c1nnc2ccccn12,6%,1%,29%,7%,-5%,-5%,0%,-2,-17%,1%,-2%
O=C(CN(Cc1ccccc1)S(=O)(=O)c1ccc(F)cc1)NCc1ccccn1,2%,0%,-3%,-8%,-2%,0%,2%,-2,-6%,-1%,-5%
COc1cc(C(=O)OCC(=O)Nc2cc(-c3cc(C)c(C)cc3C)nn2-c2ccccc2)cc(OC)c1OC,?,3%,1%,1%,-9%,5%,2%,-3,-3%,-4%,-2%
CC(C)=CC(=O)Nc1ccc2c(c1)OCO2,.,.,.,11µM*,.,-9%,11µM*,0,.,?,.
O=C(Nc1ccc(F)c(Cl)c1)C1CCN(c2ncnc3c2nc2n3CCCCC2)CC1,7.3µM*,-1%[9.26 µM],-2%,41%,-11%,-47%,9%,20,-2%,-14%,-10%
Cc1nn(C)c(C)c1NC(=O)COc1ccc(Cl)cc1Br,3%,1%,1%,.,-28%,-36%,-9%,1,-29%,.,-14%
O=[N+]([O-])c1ccc(Nc2ccccc2)c2nonc12,?,-4%,4%,23%,8%,-30%,-15%,3,0%,-9%,-5%
COC(=O)C1=C(C)OC(N)=C(C#N)C1c1cc2cccc(C)c2nc1Cl (stereo not given),17%,6%,1%,-1%,-8%,.,-9%,1,8%,10%,2%
CCN(CC)S(=O)(=O)c1cccc(C(=O)Nc2sc3c(c2C(N)=O)CCCC3)c1,13%,-1%,-4%,0%,2%,6%,?,2,-1%,-3%,0%
